# Screening data deposited in PubChem BioAssay by several laboratories.
# ADAM17 inh: inhibits human ADAM17. AID 720648. actives 0.83% (n = 370,000). inhibition, % at 6.95 µM. recombinant ADAM17, EDANS/DABCYL FRET peptide cleavage. P78536;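 active means inhibition above the mean of compounds lying between control limits plus 3 SD, set per campaign, cut at about 8.5% in these data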;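 further: 0% = DMSO-only wells as the low control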
# Target sequence (P78536 215-824 limits assumed): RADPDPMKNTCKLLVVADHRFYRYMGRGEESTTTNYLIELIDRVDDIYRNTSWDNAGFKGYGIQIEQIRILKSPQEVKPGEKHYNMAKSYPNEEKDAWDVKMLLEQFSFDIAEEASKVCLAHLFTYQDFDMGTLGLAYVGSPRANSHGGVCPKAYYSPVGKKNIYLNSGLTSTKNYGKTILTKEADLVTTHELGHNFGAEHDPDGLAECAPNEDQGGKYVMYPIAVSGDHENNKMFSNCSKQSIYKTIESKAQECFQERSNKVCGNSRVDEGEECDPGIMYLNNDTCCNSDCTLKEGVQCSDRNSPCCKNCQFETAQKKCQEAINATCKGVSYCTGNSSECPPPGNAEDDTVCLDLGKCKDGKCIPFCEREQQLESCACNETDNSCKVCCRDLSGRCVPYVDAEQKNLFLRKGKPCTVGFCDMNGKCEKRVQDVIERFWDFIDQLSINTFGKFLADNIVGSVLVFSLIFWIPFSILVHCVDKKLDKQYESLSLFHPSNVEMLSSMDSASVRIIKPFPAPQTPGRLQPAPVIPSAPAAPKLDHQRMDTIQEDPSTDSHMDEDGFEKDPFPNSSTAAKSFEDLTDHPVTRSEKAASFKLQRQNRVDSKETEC
# ssDAF-12 act: activators of S. stercoralis DAF-12 nuclear receptor; HEK293 ssDAF-12/GRIP1 lit1-tk-luc reporter, luminescence; % of 3 µM dafachronic acid response; activation, % at 6.8 µM; actives 1% (n = 370,000);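 active means activation above the mean over all tested compounds plus 3 SD, cut at about 0.9% in these data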;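 further: 0% = DMSO-only wells and 100% = 3 µM delta7-dafachronic acid wells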
# NPR1 activator: GC-A (human) enzyme activation; HEK293 GC-A cells, cGMP TR-FRET, EC30 ANP; 0% at EC30 ANP, 100% saturating ANP; activation, % at 10 µM; actives 0.14% (n = 370,000); AID 1671463; in the data active means activation above about 40%
# DAX1 inh-1: blocks DAX1 repression of SF-1 activated StAR promoter. HEK293T StAR-luciferase reporter, SF-1/DAX-1 repression relief. inhibition, % at 6.8 µM. actives 1.1% (n = 370,000). AID 652010;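 active means inhibition above the mean over all tested compounds plus 3 SD, cut at about 3.6% in these data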;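 further: 0% = DAX-1 cells with DMSO and 100% = cells lacking DAX-1 with DMSO; higher inhibition means more luminescence from relief of DAX-1 repression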
# PG9 Ab binder: small molecules binding HIV-1 gp120 antibody PG9; TR-FRET gp120-PG9 antibody binding; inhibition, % at 6.7 µM; actives 0.43% (n = 360,000); in the data active means inhibition above about 8.5%
# SMARCA2 activ: activators of SMARCA2 function | MG213 cells, MMTV-luciferase reporter, dexamethasone, overnight | activation, % at 9.1 µM | AID 652017 | actives 1% (n = 370,000); in the data active means activation above about 7.8%;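 further: 0% = vehicle wells and 100% = reference activator wells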
# hcDAF-12 act: activates DAF-12 receptor from parasite H. contortus; HEK293 hcDAF-12 lit1-tk-luc reporter, luminescence; 0% DMSO, 100% Δ7-dafachronic acid; activation, % at 6.8 µM; actives 1.4% (n = 370,000); AID 652067;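 active means activation above the mean of all tested compounds plus 3 SD, cut at about 5.5% in these data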;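 further: 100% = response to 3 µM Δ7-dafachronic acid high control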
# DAX1 inh-2: inhibits human nuclear receptor DAX1; P51843; inhibition, % at 6.75 µM; AID 504766; HEK293 Gal4-DAX1 luciferase reporter, luminescence; actives 0.99% (n = 340,000);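 active means inhibition above the mean over all tested compounds plus 3 SD, cut at about 4.2% in these data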;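 further: 0% = DAX1-transfected cells with DMSO and 100% = empty-vector control cells with DMSO; inhibition shows as a rise in luminescence from relieved DAX1 repression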
# hgDAF12 agonist: agonists of H. glycines DAF-12 nuclear receptor | HEK293 GAL4-hgDAF12 UAS-luciferase reporter, agonist luminescence; normalized to butyrate control | activation, % at 6.8 µM | actives 1.8% (n = 370,000) | AID 687014;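 active means activation above a cutoff set at the mean of all screened compounds plus 3 SD, cut at about 10% in these data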;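 further: 0% = DMSO wells and 100% = sodium butyrate wells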
# ADAM10 inh: inhibitors of human ADAM10; AID 720582; recombinant ADAM10, EDANS/DABCYL FRET peptide cleavage, 3 h; actives 0.62% (n = 370,000); inhibition, % at 7 µM; O14672;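 active means inhibition above a per-campaign cutoff equal to the mean of compounds falling between control-based bounds plus 3 SD, cut at about 20% in these data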;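 further: 0% = DMSO wells while the 100% control is not disclosed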
# Target sequence (O14672 214-748 limits assumed): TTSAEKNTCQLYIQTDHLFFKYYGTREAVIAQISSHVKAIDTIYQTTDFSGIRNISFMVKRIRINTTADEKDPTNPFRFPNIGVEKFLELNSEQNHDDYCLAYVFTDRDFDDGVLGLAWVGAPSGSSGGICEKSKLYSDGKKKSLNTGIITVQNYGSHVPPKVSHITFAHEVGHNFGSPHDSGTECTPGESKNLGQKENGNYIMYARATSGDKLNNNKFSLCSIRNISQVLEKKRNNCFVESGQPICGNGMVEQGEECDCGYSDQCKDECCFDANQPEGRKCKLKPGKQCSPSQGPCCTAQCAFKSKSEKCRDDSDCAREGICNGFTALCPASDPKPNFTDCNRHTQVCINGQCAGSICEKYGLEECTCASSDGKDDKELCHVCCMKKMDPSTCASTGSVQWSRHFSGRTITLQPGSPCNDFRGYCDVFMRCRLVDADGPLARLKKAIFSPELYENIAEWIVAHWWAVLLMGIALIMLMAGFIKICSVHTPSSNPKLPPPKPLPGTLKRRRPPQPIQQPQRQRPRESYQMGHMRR
# GAA850 FXN act: increases GAA850 frataxin promoter reporter activity | activation, % at 6 µM | actives 0.56% (n = 360,000) | HEK293 lucGAA850 FXN promoter luciferase reporter, 24 h; percent of 10 µM SAHA response;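 active means activation above the average of all compounds screened plus 3 SD, cutoff fixed separately per campaign, cut at about 7.5% in these data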;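 further: 0% = DMSO wells and 100% = 10 µM SAHA wells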
# Active calls of the source: *; nt = not tested or not shown.
SMILES,ADAM17 inh,ssDAF-12 act,NPR1 activator,DAX1 inh-1,PG9 Ab binder,SMARCA2 activ,hcDAF-12 act,DAX1 inh-2,hgDAF12 agonist,ADAM10 inh,GAA850 FXN act
CN(CC(=O)O)S(=O)(=O)/C=C/c1ccccc1,-4,-1.2,-1,-0.8,-0.3,1,-1.4,0.9,-1.0,-3,0.9
CCCCCC(=O)NNC(=O)Cc1ccc([N+](=O)[O-])cc1,-1,-1.0,-4,0.1,0.9,-3,0.4,0.0,-0.8,0,2.0
Cc1cc2nc(N3CCN(C(=O)c4cccs4)CC3)sc2cc1C,-3,-0.7,-1,3.5,0.7,1,0.1,2.6,1.5,-2,4.3
CCCCCC1CC(/C(C)=N/NC(N)=O)OC1=O (stereo not given),-5,-0.9,0,0.1,0.7,-1,1.8,1.0,-1.4,-9,1.8
Cc1ccc2c(c1)cc(CN(Cc1ccco1)C(=O)COc1ccccc1)c1nnnn12,-2,-1.0,-14,-0.8,1.1,-3,-1.8,-0.6,-0.7,-1,-1.9
CCC(C)Nc1nc(OCC(F)(F)F)nc(OCC(F)(F)F)n1 (stereo not given),-2,-1.0,-2,-0.4,1.1,-3,-1.0,-0.1,0.0,-3,0.4
COc1cc(Cl)ccc1OCc1cc(C(=O)N2CCCC(OC)C2)no1 (stereo not given),-2,0.2,1,8.1*,-0.1,2,4.4,1.0,18*,-2,4.1
COc1cc2ccc(C=O)cc2cc1OC,-12,-0.8,-3,-1.2,1.2,-3,-0.4,0.8,0.8,-70,2.0
Brc1ccc(-c2cnc(-c3cccs3)o2)cc1,-68,-0.4,1,0.7,-0.2,4,2.6,2.2,4.6,-248,1.1
COc1ccc(-c2onc(C)c2C)cc1S(=O)(=O)NCCc1ccco1,-3,-1.4,-2,-0.8,0.4,-3,-1.5,-0.2,-1.0,-3,1.3
CCc1ccc(NC2=NCC(c3ccccc3)S2)cc1 (stereo not given),4,-0.8,5,2.1,0.1,1,4.4,0.4,13*,8,4.0
COc1cc(OC)c2ccc(=O)oc2c1C(CCN1CCCCC1)c1ccc(N(C)C)cc1 (stereo not given),-6,-0.9,-7,-0.2,-1.9,1,-2.2,2.8,-0.5,-22,-1.0
COc1ccc(NS(=O)(=O)c2cccc(C(=O)NCCCn3ccnc3)c2)cc1,-7,-0.3,0,-1.2,1.0,-1,4.8,-1.0,0.6,-2,1.1
CCc1cc(-c2nnc(SCC(=O)NC3CC3)n2C)cs1,-3,-0.9,-1,1.2,-4.1,0,2.7,0.8,0.5,-12,0.9
CCCOc1ccc(/C=N\NC(=O)CCc2n[nH]c(=O)[nH]c2=O)cc1OC,2,-1.2,-3,0.3,-0.2,-5,0.6,0.0,-1.4,8,-0.7
O=C(NCc1ccncc1)C(=O)NCC(c1ccccc1)c1ccccc1,-4,-1.2,1,-1.0,-0.4,-1,-2.0,nt,-1.5,5,nt
COc1ccc(C(C(=O)NC2CCCCC2)N(C(=O)c2snc(C(N)=O)c2N)c2ccc(OC)cc2OC)cc1 (stereo not given),-8,-1.6,-2,-0.1,0.8,-3,-2.8,-0.1,-2.0,-26,1.7
CCC(C)CN1C(=O)CN(S(C)(=O)=O)CC1(C)C(=O)Nc1c(C)cccc1C (stereo not given),-3,-0.6,3,-0.9,-0.4,1,-2.2,nt,1.7,-8,nt
COc1ccc(S(=O)(=O)N2CCCC2)c2ccccc12,-6,-0.6,-16,-0.1,0.6,-1,-2.5,-1.2,-2.3,-11,3.3
COc1ccc(-c2cc(C(=O)Nc3ccc(C)cc3)no2)cc1,2,-1.0,0,0.7,-5.6,1,-0.5,0.6,1.4,4,1.5
CCOc1cc(CN2CCCC(N3CCc4ccccc4C3)C2)ccc1O (stereo not given),-4,-0.4,-5,0.0,-0.5,-1,-0.4,1.5,0.9,-2,-0.8
Nc1nnnn1/N=C/c1ccccc1OCc1ccc(Cl)cc1Cl,0,-0.9,-3,-0.1,-0.9,-2,-1.9,0.0,-1.3,7,5.8
CCOc1cc(C#N)ccc1OCC(=O)N1CCc2ccccc2C1,-2,-1.1,-7,0.3,1.2,1,-1.3,-0.2,-3.1,5,0.8
CN(C)c1ccc(C2C=C(c3ccc(Cl)cc3OC(F)F)Nc3ncnn32)cc1 (stereo not given),-4,-1.4,-5,-0.1,-0.8,1,0.2,1.2,0.8,-25,-4.6
Cc1nnc(SCC(=O)N2CCC(C(=O)Nc3nccs3)CC2)n1Cc1ccccc1,0,-1.0,5,-0.3,-1.3,0,0.2,-1.5,0.7,-8,-1.7

# The list continues.
SMILES,ADAM17 inh,ssDAF-12 act,NPR1 activator,DAX1 inh-1,PG9 Ab binder,SMARCA2 activ,hcDAF-12 act,DAX1 inh-2,hgDAF12 agonist,ADAM10 inh,GAA850 FXN act
COCCn1c(C)cc(/C=C2/NC(=O)N(c3ccc(Cl)cc3)C2=O)c1C,-3,-0.9,1,0.4,-0.6,1,-2.1,0.3,4.6,-3,0.2
COCCNC(=O)CSc1nnc(CCCN2C(=O)c3cccc4cccc(c34)C2=O)n1-c1ccccc1,-49,-2.0,4,-0.1,-0.9,1,-1.7,2.5,-1.4,-158,2.3
CN1CCN(C(=O)CCCOc2cc(=O)n(C)c3ccccc23)CC1,-8,0.2,-1,-0.6,0.8,-2,-1.3,2.8,0.1,2,-0.5
CC(=O)Nc1ccc(S(=O)(=O)N2CCN(C(=O)N3CCCC3)CC2)cc1,-4,-0.8,3,0.4,-1.1,-2,-1.2,-1.2,0.0,5,1.1
c1ccc(N2CCN(c3ncnc4c3oc3ccccc34)CC2)cc1,-1,-1.3,1,0.0,-0.3,4,-2.2,-0.7,0.7,0,-1.3
COc1ccc(N(C(=O)c2ccccc2C)S(=O)(=O)c2cccs2)cc1,7,-1.3,-17,0.6,-1.6,-1,-0.6,1.5,-4.5,14,1.2
Cn1c(=O)oc2cc(S(=O)(=O)N3CCC(C(=O)NCc4cccs4)CC3)ccc21,-1,-1.8,1,-0.4,1.5,-1,1.8,0.8,0.1,-10,-0.2
Cc1nccn1-c1ccc(NC(=O)[C@H]2O[C@@H](n3ccc(=O)[nH]c3=O)[C@H](O)[C@@H]2O)cc1,-3,-1.1,0,-0.4,0.3,-3,-1.6,nt,-0.6,-3,nt
O=C(c1ccco1)n1nc(-c2ccccc2)nc1SCc1ccccc1,1,-0.5,-2,-0.3,-1.6,-1,2.0,-0.7,4.6,4,-0.2
CCCCn1c(N)c(N(CC(C)C)C(=O)CN2C(=O)C3CCCCC3C2=O)c(=O)[nH]c1=O (stereo not given),-2,-1.4,-2,-1.3,0.0,0,-0.3,1.1,0.4,-7,0.3
O=C(Nc1cccc(OC(F)(F)F)c1)c1ccc(Br)o1,0,-1.5,-1,-0.3,-4.8,-2,0.1,0.0,-0.8,-1,0.4
O=C1NC(=Nc2ccccc2)CS1,2,-1.1,3,0.2,0.6,-2,1.7,1.4,2.1,-2,1.2
Cc1ccc(C(=O)C2=C(O)C(=O)N(c3ncccn3)C2c2ccccc2F)o1 (stereo not given),-6,-1.0,9,0.2,14*,1,-0.2,0.0,-1.5,-17,0.5
Cc1cccc(N(Cc2cc(=O)[nH]c3ccccc23)C(=O)CCl)c1,-9,-1.0,-18,-1.0,1.1,-5,0.5,-3.5,4.3,-1,-11
COC(=O)Cc1nnc(Nc2cccc(C)c2)c2ccccc12,1,-1.2,1,-0.6,0.8,-5,-0.6,0.8,-2.0,1,-0.5
CN1C(=CC=C2C=C(I)C(=O)C(I)=C2)C(C)(C)c2ccccc21,-9,-0.8,-13,1.5,-1.0,0,-1.9,0.7,-2.6,-10,1.6
COc1ccc2c3c(ccc2c1)C(=O)/C(=C/O)CC3,-28,-0.6,-2,1.9,5.2,1,0.5,1.1,1.6,-132,4.2
CCCCCCCCCCCCN1C/C(=C\C(=O)OCC)c2cc(C(F)(F)F)ccc2S1(=O)=O,-1,-1.2,0,-0.3,-2.3,0,-1.2,0.9,2.1,1,0.9
Cc1ccc(C)c2[nH]c(=O)c(C(c3nnnn3Cc3ccco3)N3CCc4ccccc4C3)cc12 (stereo not given),-16,0.0,3,-0.4,-1.9,-3,1.1,0.6,-1.2,-41,-2.8
CCCS(=O)(=O)N1CCN(c2cc3c(cc2[N+](=O)[O-])n(C)c(=O)n3C)CC1,3,-1.6,-5,-1.3,0.2,-3,-2.8,0.0,-4.7,8,0.0
CSc1nnc(-c2sc3cc(C(F)(F)F)cnc3c2-c2ccccn2)n1C,-23,-1.0,2,-0.2,-2.4,4,-1.8,1.1,-1.3,-60,2.1
O=C(C1CCN(S(=O)(=O)c2cccc3cccnc23)CC1)N1CCN(C2CCCC2)CC1,-3,-0.8,2,1.0,-0.3,-1,1.4,1.0,2.9,-15,-1.5
O=C(NC1CCCCC1)N1CCCC(CNS(=O)(=O)Cc2ccccc2)C1 (stereo not given),-1,-1.0,-1,0.0,-1.4,-3,-1.9,0.2,2.3,-2,-1.6
Cc1ccc(C)c(N2C(=O)c3ccc(C(=O)Nc4ccccn4)cc3C2=O)c1,-1,-1.1,-4,0.2,2.6,-4,-0.2,3.2,4.7,-26,0.3
O=c1c(Cc2ccccc2)c(O)ccn1C1CCCCCCC1,-1,-1.8,-1,-0.8,-1.9,0,-0.1,2.0,-1.1,-5,-2.1

# Later entries:
SMILES,ADAM17 inh,ssDAF-12 act,NPR1 activator,DAX1 inh-1,PG9 Ab binder,SMARCA2 activ,hcDAF-12 act,DAX1 inh-2,hgDAF12 agonist,ADAM10 inh,GAA850 FXN act
C/C(=N\N1CCN(Cc2ccccc2Cl)CC1)c1ccc([N+](=O)[O-])cc1,2,-2.0,9,0.1,-1.7,-6,-1.8,-0.5,-2.2,0,1.1
Cc1ccc(S(=O)(=O)N2C[C@H]3C(=O)C[C@@H](c4ccccc4)N(S(=O)(=O)c4ccc(C)cc4)[C@H]3C[C@H]2c2cccc(Cl)c2)cc1,4,-1.0,4,-1.0,-0.5,3,-0.4,-1.1,-2.1,0,-0.9
Clc1ccc(SCCOCCN2CCOCC2)cc1,-3,-0.8,1,0.0,-0.5,-2,-0.4,0.6,0.9,-10,0.2
CCn1c(=O)cc(SCC(=O)N2CCN(C)CC2)c2ccccc21,-4,-0.7,-1,-0.5,-2.9,-1,-0.3,1.0,-0.3,-16,-1.3
O=C(COC(=O)c1ccc(Br)o1)NCCCc1ccccc1,-1,-0.8,0,0.0,-1.1,-2,1.9,0.3,7.3,-7,0.9
Cc1cccc(OCc2nc3c4c(ncn3n2)-c2ccccc2CC42CCCC2)c1,0,-0.7,1,0.5,-1.5,-1,-0.8,0.0,1.5,-9,0.4
COc1ccc(CN2CCN(C)CC2)cc1OCc1ccccc1,2,-0.4,-8,-0.2,1.4,-3,0.6,0.2,1.0,-6,1.4
O=C(CSCc1ccccc1Cl)NCCSc1ccccn1,1,-1.3,-4,0.1,-3.3,5,-1.3,3.4,4.9,0,2.2

# Pulled one by one from the list above, 2 records:
SMILES,ADAM17 inh,ssDAF-12 act,NPR1 activator,DAX1 inh-1,PG9 Ab binder,SMARCA2 activ,hcDAF-12 act,DAX1 inh-2,hgDAF12 agonist,ADAM10 inh,GAA850 FXN act
COc1ccc(CN2CCN(C)CC2)cc1OCc1ccccc1,2,-0.4,-8,-0.2,1.4,-3,0.6,0.2,1.0,-6,1.4
C/C(=N\N1CCN(Cc2ccccc2Cl)CC1)c1ccc([N+](=O)[O-])cc1,2,-2.0,9,0.1,-1.7,-6,-1.8,-0.5,-2.2,0,1.1
